NCI-60 one-dose screen, 48 h, at 10 µM unless noted. Numbers give growth in % (100 = growth as untreated, 0 = no growth, -100 = all killed).
COLO 205: COLO 205 colon cancer; 7.3% of 79,000 active; AID 1794742
IGROV1: IGROV1 ovarian cancer; 4.7% of 79,000 active; AID 1794786
NCI-H322M: NCI-H322M lung cancer; 2.7% of 80,000 active
NCI-H522: NCI-H522 lung cancer. 8% of 78,000 active. AID 1794739
NCI-H226: NCI-H226 lung cancer; AID 1794732; 3.5% of 79,000 active
NCI/ADR-RES: NCI/ADR-RES ovarian cells; 4.4% of 81,000 active
KM12: KM12 colon cancer cells; 5% of 82,000 active
NCI-H460: NCI-H460 lung cancer | AID 1794736 | 6.8% of 82,000 active
NCI-H23: NCI-H23 lung cancer; 4% of 80,000 active; AID 1794731
An asterisk follows results filed as active; x = no result given; & = joins results of further samples; ! = a repeat was not active. How the source made its calls: active means growth percent below 10; inactive means the rest.

No.	compound	NCI-H322M	NCI-H522	KM12	NCI-H226	NCI/ADR-RES	IGROV1	COLO 205	NCI-H23	NCI-H460
1	CCOC(=O)C1CC(=O)C(C(=O)OCC)CC1=O (stereo not drawn)	114&107	97&98	107&107	105&105	109&119	111&115	101&128	105&100	108&111
2	Cc1nnc(-c2cc(-c3cc4ccccc4o3)nn2-c2ccccc2)o1	94	79	103	96	94	53	90	91	89
3	CS(=O)(=O)OCc1cn(-c2ccc(S(N)(=O)=O)cc2)nn1	106	90	109	106	105	86	119	104	102
4	CCC(=O)CC1CCCC(CC(=O)CC)N1C (stereo not drawn)	117	x	110	99	112	109	110	112	108
5	CC(C)=CCC1=C(O)[C@]2(CC=C(C)C)C[C@@H](CC=C(C)C)C(C)(C)[C@](C(=O)c3ccccc3)(C1=O)C2=O	105	93	104	88	93	102	109	100	101
6	CCC(CC)c1ccccn1	120	105	104	106	100	134	103	100	103
7	COc1cccc(Cn2cc3c(c2)-c2onc(CO)c2CC3)c1	87	73	101	95	94	107	107	97	103
8	CC1(C)CC(=O)C2=C(C1)N(c1ccc(OC(F)(F)F)cc1)C(N)=C(C#N)C2c1ccc(Br)cc1F (stereo not drawn)	59	89	89	33	35	63	94	76	25
9	C=C1C(=O)OC2CC1C(OC(C)=O)C/C(C)=C/CC/C(C)=C\CCC2(C)O (stereo not drawn)	67	-84*	23	16	18	x	0.7*	11	22
10	CCOC(=O)/C(F)=C/C1CC1Cc1ccc(OC)cc1 (stereo not drawn)	99	99	98	108	103	100	83	93	104
11	Cc1nc2nc(N)nc(N)c2nc1C	95	90	102	95	102	108	117	91	108
12	Cc1ccc(/C=C/C(=O)C(=O)/C=C/c2ccc(C)cc2)cc1	x	82	94	107	103	94	110	95	104
13	COc1ccc(OC)c(Nc2nnc(-c3ccc(OC)c(OC)c3)o2)c1	103	94	96	95	97	100	117	92	106
14	O=C1c2cc(I)ccc2Oc2cc([N+](=O)[O-])ccc2N1c1ccc(F)cc1F	99	70	91	x	94	78	96	90	80
15	CN1C(=O)c2c3c(cc4cccc1c24)C(C)(C)NC3=O	99	78	110	87	97	101	106	102	102
16	COc1ccc(C2CC(c3ccccc3)=NN2Cn2nnc3ccccc32)cc1 (stereo not drawn)	90	101	98	101	110	90	133	105	107
17	O=C(/C=C\c1cccc([N+](=O)[O-])c1)c1ccccc1	96	-5.6*	-50*	70	84	-53*	-71*	81	88
18	COc1cc(/C=N/NC(=O)COc2ccc3c(C)c(Cc4ccccc4)c(=O)oc3c2C)cc(OC)c1OC	88	68	92	82	98	89	100	90	104
19	C=CCc1c(C)[nH]c2ccccc2c1=O	105	99	100	104	106	122	110	101	108
20	COc1ccc2nc(N/N=C(\C)c3ccccn3)cc(C)c2c1	8.5*	-21*	-36*	-50*	12	-44*	-78*	20	-68*
21	COc1cc(C(=O)c2c(N)ncn2-c2ccccc2)cc(OC)c1OC	104	51	72	84	82	88	97	101	106
22	Nc1ccc2c(c1)C(=O)c1ccc(Br)cc1-2	106	95	105	88	104	93	109	97	105
23	O=C(Nc1ccc(CN2CCc3nc4cc(O)c(O)cc4cc32)cc1)Nc1ccc(Cl)c(C(F)(F)F)c1	98	104	113	74	99	93	114	99	111
24	Cc1ccc(S(=O)(=O)N(CCn2ccnc2[N+](=O)[O-])CCn2ccnc2[N+](=O)[O-])cc1	107	92	105	100	104	109	111	104	109
25	C[C@H]1C[C@@H]2[C@H]([C@@H](O)C[C@@]3(C)[C@H]2CC[C@]3(O)C(=O)CO)[C@@]2(C)CCC(=O)C=C12	111	83	99	61	89	97	102	100	96
26	Cc1nnc2ncccn12	98	92	104	97	105	103	100	107	105
27	CN(C)CC(=O)Nc1ccc(Cn2nnc3c2C(=O)c2nnn(Cc4ccc(NC(=O)CN(C)C)cc4)c2C3=O)cc1	-53*	-67*	-55*	-56*	89	-74*	-80*	-32*	-3.4*
28	COc1ccc(Cc2nn(Cc3nnc(Nc4ccccc4)s3)c(=O)c3c(C)noc23)cc1	100	73	59	91	65	90	101	91	88
29	Cn1c(C#N)ccc1-c1cc(F)cc(C(=O)NC2CCCC2)c1	99	92	95	116	106	100	104	95	106
30	O=C1/C(=C\c2ccc(F)cc2)CN(C(=O)c2ccccc2F)C/C1=C\c1ccc(F)cc1	78	-70*	x	-33*	11	-38*	-43*	16	18
31	O=C(CSc1nc2ccccc2c(=O)n1-c1ccccc1)Nc1ccc(-c2nc3ccccc3[nH]2)cc1	110	102	104	107	109	89	121	x	98
32	N#CCC(=O)N/N=C\C(O)C(O)C(O)C(O)C(=O)O (stereo not drawn)	102	x	104	106	111	129	112	107	110
33	C/C(=N\N=C1\SCC(=O)N1c1ccc(Br)cc1)c1cc2ccccc2oc1=O	102	95	103	93	99	106	117	105	109
34	CN(C)c1nc2ncnc(N(C)C)c2[nH]1	102	103	98	91	97	x	111	92	99
35	Oc1c(Cl)cc(Cl)cc1C=NCCSc1ccc(Cl)cc1	61	118	79	80	89	112	136	94	110
36	CCOC(=O)/C(C#N)=C\c1ccc([N+](=O)[O-])o1	99&110	82&75	105&102	95&107	109&106	106&104	95	100&100	100&108
37	COc1c(B(O)O)cc(F)cc1-c1nc2ccc3[nH]ncc3c2c2c1COCC2	78	15	70	51	94	58	38	78	65
38	Fc1ccc(-c2cn3nc(-c4c[nH]c5ccc(Br)cc45)sc3n2)cc1	67	59	74	94	98	64	84	81	82
39	O=S(=O)(Nc1ncccn1)c1ccc(NO)cc1	114	104	114	109	115	115	113	105	122
40	C/C(=N\Nc1ccc(S(N)(=O)=O)cc1)c1cc2cc(Br)ccc2o1	106	99	104	x	111	106	x	100	102
41	O=C(O)c1cc(=S)nc[nH]1	116	96	102	110	113	115	120	97	108
42	O=C(Oc1ccc[nH]c1=O)c1ccc(F)cc1	104	102	96	99	x	110	107	102	107
43	COc1ccc(/C=c2\c(=O)n(-c3ccccc3)c3nn4c(n23)=NNC=C4c2ccccc2)cc1	100	90	100	89	101	76	102	93	99
44	CC(=O)Nc1nc(O)c(C=Nc2cccnc2)s1	101	89	101	x	104	96	110	101	100
45	C=CCn1c(SCC(=O)c2ccc(C)cc2)nnc1-c1c[nH]c2ccccc12	99	95	106	83	95	80	126	x	98
46	N#Cc1ccc(Nc2nc(Br)cnc2N)cc1	99	86	103	85	99	98	118	85	107
47	Oc1ccc2ccccc2c1CN(Cc1cc(Cl)cc(Cl)c1O)C1CCCCC1	110	78	106	102	102	110	119	102	109
48	Cn1c(=O)c2c(nc(NC3=NS(=O)(=O)c4ccccc43)n2Cc2ccc(F)cc2)n(C)c1=O	97	97	102	98	105	102	117	99	102
49	Cc1ncc(CC#N)c2c1OC(C)(C)OC2	100	x	101	103	106	116	114	98	x
50	CC(C)NC1=C(Cl)C(=O)c2ccccc2C1=O	105	87	108	114	94	117	133	88	108

A different layout for part of the listing above:
#45 C=CCn1c(SCC(=O)c2ccc(C)cc2)nnc1-c1c[nH]c2ccccc12
#42 O=C(Oc1ccc[nH]c1=O)c1ccc(F)cc1

| assay / compound | 45 | 42 |
| --- | --- | --- |
| NCI-H322M | 99 | 104 |
| NCI-H522 | 95 | 102 |
| KM12 | 106 | 96 |
| NCI-H226 | 83 | 99 |
| NCI/ADR-RES | 95 | x |
| IGROV1 | 80 | 110 |
| COLO 205 | 126 | 107 |
| NCI-H23 | x | 102 |
| NCI-H460 | 98 | 107 |

Carrying on:
No.	compound	NCI-H322M	NCI-H522	KM12	NCI-H226	NCI/ADR-RES	IGROV1	COLO 205	NCI-H23	NCI-H460
51	O=c1cc(-c2ccccc2)[nH]n1-c1nc2ccccc2[nH]1	50	22	38	68	29	39	106	56	21
52	CN1CCCc2ccccc21	99	114	104	97	100	102	116	93	104
53	CCCCCCCCCCCCSC(=NC)NC	96&53	85&58	45&17	79&66	69&47	67&20	-86*	55&35	4.2*!
54	CC(C)(C)[Si](C)(C)OCC1CCC(n2cnc3c(NC(=O)c4ccccc4)ncnc32)O1 (stereo not drawn)	106	88	105	100	100	113	106	112	107
55	O=C1CN(Cc2ccncc2)C(=O)[C@H](Cc2ccc(O)cc2)N1	105	87	105	88	101	97	x	98	106
56	O=S(=O)(c1ccccc1)c1no[n+]([O-])c1-c1ccncc1	97	95	105	101	96	97	101	100	102
57	CNc1cc(Nc2ccc(CC(=O)Nc3cc(C(C)(C)C)nn3C)cc2)ncn1	82	52	30	x	82	95	18	91	56
58	CCN(CC1CN(C(C)(C)c2ccc(OC)cc2)C1)C(=O)c1cc2ccccc2[nH]1	83	93	91	77	77	88	97	88	98
59	CCCCn1cnc2c(SCc3cccc(F)c3)nc(N)nc21	98	87	105	99	88	82	117	99	104
60	O=C(CSc1nc2c(c(=O)[nH]1)CCCC2)Nc1cccc(C(=O)O)c1	111	97	102	105	124	125	127	102	111
61	Cc1nc2sc(C(=O)Nc3ccccc3)c(N)c2c(C)c1Br	58	73	79	51	69	62	98	80	63
62	C#Cc1ccc(-n2c(/C=C/c3c[nH]c4ccc(OC)cc34)nc3ncccc3c2=O)cc1	93	87	x	94	100	102	104	99	102
63	Cc1ccc2[nH]c(=O)c(/C=N/O)cc2c1	94	84	89	77	100	95	92	95	93
64	O=C(N/N=C/c1cccc([N+](=O)[O-])c1)c1cccc2ccccc12	108	81	85	95	96	106	108	101	97
65	O=C(/C=C/c1ccc(C(F)(F)F)cc1)c1ccc(Nc2nc(NCCO)nc(N3CCOCC3)n2)cc1	41	46	-32*	x	75	25	x	39	12
66	Cc1cc(C)c2cc3cccc[n+]3cc2c1	114	103	88	108	108	107	100	102	107
67	COc1ccc(Nc2nnc(-c3cc(F)c(F)c(F)c3)o2)cc1	101	98	111	99	110	105	131	105	132
68	Nc1nc(Nc2ccccc2)n[nH]1	108	18	107	97	97	98	114	95	108
69	N#CC1(Nc2ccc([N+](=O)[O-])cc2)CCCC1	95	105	100	104	116	98	103	114	112
70	CC1=N/C(=C\c2ccc(F)cc2)C(=O)N1CCc1ccc(S(N)(=O)=O)cc1	98	96	104	106	108	105	112	104	108
71	CC(=O)Nc1ccc(NC(C)=O)cc1	98	98	107	99	102	110	109	107	111
72	Cc1cccc(NC(=O)c2ccc(Cl)c(Cl)c2)c1	90	88	97	89	94	84	106	95	97
73	Nn1c(C(Cl)(Cl)Cl)nn2c(=O)c3cnn(-c4ccccc4)c3nc12	104	91	106	101	102	92	106	97	105
74	CC1C(O)CCC2C1(C)CCC1C2(C)CCC2(C)C3CC(C)(C)CCC3(C)CCC12C (stereo not drawn)	95	94	112	103	96	100	114	103	101
75	CCCCCCCCCCCCCCC1(C(=O)O)CCOC1=O (stereo not drawn)	102	x	99	99	107	113	114	105	102
76	Cc1cc(Cc2cc(C)c(N)cc2N)c(N)cc1N	x	89	99	82	96	87	93	87	101
77	CCCC/C=C/[C@@H]1C[C@H]1CCO	92	78	103	91	104	100	100	102	105
78	CC1=NN(c2nc(-c3c(O)cc(C)oc3=O)cs2)C(=O)/C1=C\c1cccc(O)c1O	x	95	102	105	98	117	100	96	106
79	O=C(NCc1ccccc1)Nc1ncccc1OCc1ccccc1Cl	95	79	97	86	85	97	123	94	94

Compound profiles, from the list above:
`Nn1c(C(Cl)(Cl)Cl)nn2c(=O)c3cnn(-c4ccccc4)c3nc12` reads NCI-H322M: 104; NCI-H522: 91; KM12: 106; NCI-H226: 101; NCI/ADR-RES: 102; IGROV1: 92; COLO 205: 106; NCI-H23: 97; NCI-H460: 105
`CC1=NN(c2nc(-c3c(O)cc(C)oc3=O)cs2)C(=O)/C1=C\c1cccc(O)c1O` reads NCI-H322M: x; NCI-H522: 95; KM12: 102; NCI-H226: 105; NCI/ADR-RES: 98; IGROV1: 117; COLO 205: 100; NCI-H23: 96; NCI-H460: 106
`Cc1cccc(NC(=O)c2ccc(Cl)c(Cl)c2)c1` reads NCI-H322M: 90; NCI-H522: 88; KM12: 97; NCI-H226: 89; NCI/ADR-RES: 94; IGROV1: 84; COLO 205: 106; NCI-H23: 95; NCI-H460: 97

Taken from above:
Result for `CCCCCCCCCCCCCCC1(C(=O)O)CCOC1=O` (stereo not drawn) in IGROV1: 113
Result for `CC1=NN(c2nc(-c3c(O)cc(C)oc3=O)cs2)C(=O)/C1=C\c1cccc(O)c1O` in COLO 205: 100
